Screening results: PubChem BioAssay, The Scripps Research Institute Molecular Screening Center
PLCg1 inh – PLC-gamma1 (human) inhibition, primary screen; P19174; purified PLC-gamma1, fluorogenic substrate, fluorescence; inhibition, % at 12.2 µM; 370,000 tested, 0.84% active; AID 720700; in the data active = inhibition above about 9.5%
DDE Tn7 FP inh – DD(E)-Tn7 binding inhibition, primary FP screen. P02675. 370,000 tested, 0.13% active. inhibition, % at 8.3 µM. FP displacement of FITC-Tn7 peptide from fibrin DD(E); 0% = median of compound wells per plate;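 active = inhibition above the mean of compounds falling within the control limits plus 3 SD of them, cut at about 14% in these data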;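 also: 0% = plate median of compound wells and 100% = 10 µM Aha-Tn7 peptide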
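Test system – human fibrin DD(E) · Times – 10 min preincubation, 3 h with tracer, room temperature · Detection – fluorescence polarization of the labelled Tn7 tracer · Measure – percent inhibition normalized to high-control wells · Benchmarks – high control wells with 10 µM unlabelled Aha-Tn7 peptide (full inhibition) · Repeats – singlicate testing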
UHRF1 MBD2 ctr – UHRF1 methyl-DNA binding inhibition; Q96T88; UHRF1 binding to methylated oligo, TR-FRET; inhibition, % at 4.4 µM; 370,000 tested, 0.75% active; in the data active = inhibition above about 21%;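 also: UHRF1 SRA domain binding a hemimethylated CpG hairpin DNA probe; 0% = median of test compound wells and 100% = reference inhibitor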
proKLK7 act – activates the human kallikrein-7 zymogen; purified proKLK7, EDANS-DABCYL substrate fluorescence; 100% is mature enzyme control, 0% vehicle; activation, % at 7 µM; 370,000 tested, 0.9% active;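 active = activation above the mean of all tested compounds plus 3 SD, computed per campaign excluding outliers beyond control limits, cut at about 13% in these data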
ASAP1 inh – inhibitors of human ASAP1 ArfGAP activity | inhibition, % at 16.5 µM | 360,000 tested, 0.19% active | ASAP1-stimulated ARF1 GTP hydrolysis, GDP FP detection; in the data active = inhibition above about 25%;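 also: 0% = vehicle with enzyme and substrate and 100% = no enzyme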
ARFGAP1 inhibitor – inhibitors of rat ARFGAP1; Q62848; Arfgap1-stimulated ARF1 GTP hydrolysis, GDP FP detection; inhibition, % at 16.5 µM; 360,000 tested, 0.26% active;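 active = inhibition above a per-plate limit, mean inhibition of low control wells plus 3 SD, cut at about 25% in these data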;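 also: 0% = DMSO wells with enzyme and 100% = wells lacking Arfgap1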
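system = rat Arfgap1 catalytic domain, aa 1-136 | technique = FP, GDP Alexa 633 tracer displaced from anti-GDP antibody, 620/688 nm | compound = one concentration, 16.5 µM, DMSO 1.26% | medium = HEPES-based buffer, pH 7.5 | timing = compound-enzyme preincubation 20 min, reaction 120 min, detection 60 min, 25 °C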
Tn6 DDE FP – DD(E)-Tn6 binding inhibition, primary FP screen; Fibrin DD(E) TRITC-Tn6 fluorescence polarization displacement; inhibition, % at 8.3 µM; 370,000 tested, 0.21% active; AID 720509;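 active = inhibition above a per-campaign cutoff: mean of compounds within control limits plus 3 SD, cut at about 15% in these data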;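 also: 0% = median of all compound wells on the plate and 100% = blocking peptide control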
ADAM17 inh – inhibitors of human ADAM17; P78536; recombinant ADAM17, EDANS/DABCYL FRET peptide cleavage; inhibition, % at 6.95 µM; 370,000 tested, 0.83% active; AID 720648;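 active = inhibition above the mean of compounds lying between control limits plus 3 SD, set per campaign, cut at about 8.5% in these data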;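 also: 0% = DMSO-only wells as the low control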
PLCb3 inh – inhibitors of human phospholipase C beta3 | 370,000 tested, 0.18% active | AID 720704 | Purified PLC-beta3, fluorogenic substrate, fluorescence | inhibition, % at 12.2 µM | Q01970; in the data active = inhibition above about 11%;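 also: 0% = median of compound wells on plate and 100% = full blocker control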
MBD2 DNA inh – inhibitors of human MBD2 binding to methylated oligonucleotide | TR-FRET | inhibition, % at 4.4 µM | 370,000 tested, 0.31% active; in the data active = inhibition above about 13%
Starred values were filed as active, the others as inactive; nt = no result given. Hits appear at their usual frequency, and some 4.1% of all compounds hit somewhere here.

#	smiles	PLCg1 inh	DDE Tn7 FP inh	UHRF1 MBD2 ctr	proKLK7 act	ASAP1 inh	ARFGAP1 inhibitor	Tn6 DDE FP	ADAM17 inh	PLCb3 inh	MBD2 DNA inh
1	CCCCC(CC(O)COCCC)c1n[nH]c(=S)n1-c1ccccc1 (stereo unspecified)	3	-2	2	-0.5	7	-1	-5	-4	-1	2
2	O=C(CN1C(=O)c2ccccc2S1(=O)=O)NCCSCc1cccc(Cl)c1	-3	5	-1	0.5	1	4	3	-2	-4	8
3	COc1ccccc1CC(=O)N(Cc1ccccc1)c1cccc(C)c1	4	7	4	-0.4	-12	0	-12	-5	-5	6
4	CCCCN(CCCNC(=O)CN1C(=O)COc2ccc(S(=O)(=O)N3CCC(C)CC3)cc21)Cc1ccccc1	2	-2	-1	0.2	9	-2	-7	-2	-5	4
5	Cc1ccc(NS(=O)(=O)c2c(C)nc3sccn3c2=O)cc1C	2	-6	-2	0.8	-4	4	-2	0	2	2
6	CC(C)NS(=O)(=O)c1ccc(OCC(=O)Nc2ccc3c(c2)OCCO3)cc1	5	-6	4	0.4	6	14	-2	-1	-1	1
7	Cc1cccc(C)c1OCc1cc(C(=O)NC2CCC2)no1	4	-4	-2	0.1	-8	-6	1	-3	-1	-6
8	CCOc1ccc2nc(NC(=O)c3ccc(OC)c(S(=O)(=O)N4CCOCC4)c3)sc2c1	-22	1	-1	0.0	8	11	2	-3	-31	2
9	Cc1nn(CC(=O)Nc2ccc3c(c2)oc2ccccc23)c(=O)c2ccccc12	0	4	0	0.3	6	-4	-1	2	0	-2
10	Cc1ccc(S(=O)(=O)NCC(=O)OCc2cc(=O)oc3c(C)c(C)ccc23)cc1C	0	4	-5	-0.2	3	-4	1	1	-10	-2
11	CC1Cc2ccccc2N1C(=O)CN1CCN(S(=O)(=O)c2ccc3c(c2)OCCCO3)CC1 (stereo unspecified)	-1	-2	-3	-0.8	9	6	-9	-2	2	2
12	COc1ccc(CN=C(C)c2c(C(F)(F)F)[nH]n(-c3nc4ccccc4s3)c2=O)cc1	3	-2	1	-0.2	2	1	6	-1	1	-3
13	O=C(CCc1nnc2ccc(NCc3ccccc3Cl)nn12)NC1CCCCC1	-6	1	1	0.1	1	-7	-6	-4	-6	2
14	Cc1ccc(OCC(=O)Nc2ccc3c(c2)OCCO3)cc1C	1	-7	0	0.2	10	4	3	0	-4	5
15	Cc1cccc(/C=C/c2onc(C)c2S(=O)(=O)N2CCC(C(=O)NC(C)(C)C)CC2)c1	7	1	-1	-0.3	-8	-8	-7	3	6	-3
16	NC(=O)CSC1=Nc2ccccc2C2=NC(c3ccccc3)C(=O)N12 (stereo unspecified)	-20	2	-3	-1.3	-8	2	3	-105	-20	0
17	CC1(C)Nc2ccccc2N(Cc2ccc([N+](=O)[O-])cc2)C1=O	4	1	3	0.4	6	15	-2	-2	-1	8
18	CCOC(=O)N1CCN(C(=O)CSc2nc3nc(C)cc(C)n3n2)CC1	0	-3	1	-0.1	1	-1	5	-3	-1	1
19	C=C(C(=O)c1ccccc1)C(C)C(=C)C(=O)c1ccccc1	1	-3	17	-0.6	10	2	0	5	-6	1
20	CSc1c(CC(=O)Nc2ccccc2C(F)(F)F)n(Cc2ccccc2)c2ccccc12	5	6	2	-0.4	4	5	14	-5	-1	3
21	Cc1ccc(S(=O)(=O)N2CCC(=O)N(CCOC(=O)Nc3cccc(Cl)c3)CC2)cc1	5	5	1	0.0	1	5	0	0	2	2
22	O=C(CS(=O)(=O)c1ccccc1)Nc1ccccc1Br	4	3	-1	0.2	13	3	7	1	-2	-4
23	CC1(C)Cc2c(ccc3ccccc23)/C(=C/C#N)N1	-46	-5	-2	2.9	22	12	1	-5	-70	-2
24	COc1cc(S(=O)(=O)N2CCN(c3ccccc3F)CC2)c(OC)cc1Cl	3	-5	3	0.1	-7	-8	-5	5	2	-1
25	CCCn1c(NC(=O)c2ccc(C)cc2)nc2ccccc21	-5	4	1	-0.6	-4	6	4	-5	-6	5
26	COc1ccc(N(CC(=O)Nc2ccc3c(c2)OCCO3)S(=O)(=O)c2c(C)nn(C)c2C)cc1	0	-6	0	-0.3	-8	0	4	2	3	2
27	CCc1ccc(CNC(=O)C(=O)NCCc2ccc(OC)c(OC)c2)cc1	2	3	1	0.3	0	4	-2	-3	1	2
28	CC(=O)Nc1ccc(NC(=O)c2ccc3sc([C@H]4C[C@H](O)[C@@H](CO)O4)nc3c2)cc1	3	-6	-1	0.1	2	3	3	-1	3	-1
29	O=C1CC[C@@H](COc2ccc3[nH]cc(-c4ccccc4)c3c2-c2ccccc2)N1	-13	10	-1	-1.4	nt	nt	6	-2	-17	-3
30	O=C(Cn1cnc2c(OCc3ccccc3)ncnc21)NCCc1c[nH]c2ccccc12	-3	5	1	0.0	-4	14	6	-3	1	4
31	CCN(CC)c1nc2n(c(=S)n1)CCS2	-2	-7	-1	0.6	-9	-5	-5	-2	1	2
32	COc1cccc(C=CC(=O)C=CC=Cc2ccccc2)c1	-9	7	4	0.6	-16	-1	0	0	-13	2
33	O=C(CCl)Nc1ccc(C(=O)NCC2COc3ccccc3O2)cc1 (stereo unspecified)	-3	3	-3	1.0	nt	nt	-1	4	0	-2
34	Clc1ccc(-c2nnc3sc(-c4ccc(Br)o4)nn23)cc1	-1	-3	-1	0.1	3	10	7	-5	-1	5
35	CC(C)OCCCNC(=O)c1cn(C)c2ccc(S(=O)(=O)N(C)C3CCCCC3)cc2c1=O	2	-5	0	0.4	-1	8	3	0	-5	-3
36	CCN(Cc1ccccc1)CC(O)COC(c1ccc(OC)cc1)c1ccc(OC)cc1 (stereo unspecified)	3	-1	8	-0.4	-4	-1	-1	11*	-5	-2
37	Cc1cc(NC(=O)CNC(=O)C2CCCCC2)no1	0	-9	-2	-0.6	4	7	-2	-1	1	-3
38	COC(=O)C1CCN(C2CN(C3CCCCC3)S(=O)(=O)C2)CC1 (stereo unspecified)	0	-4	1	0.3	5	9	-4	-6	1	3
39	CCOC(=O)c1c(C)[nH]c(C(=O)CSc2nnc(Nc3ccccc3F)s2)c1C	-3	-6	-2	0.5	5	11	-9	2	1	-7
40	CCCN1CCN(CCCNC(=S)Nc2ccc3nc(N4CCN(CC)CC4)cc(C)c3c2)CC1	-17	-5	4	4.6	-16	-4	-4	-32	-29	7
41	CCOc1ccc(NC(=O)c2cc(C)nc3ccccc23)cc1	1	1	-1	-0.6	4	-9	6	1	0	16*
42	CCCCCCCCN1C(=O)[C@@H](CC(=O)NCCc2ccccc2OC)C[C@@]2(C(=O)OC)C1=C[C@H](C(C)(C)C)O[C@@H]2C	4	-7	0	-0.5	23	-3	-6	-2	4	-1
43	COc1ccc(CNC(=O)/C=C/C(=O)O)cc1	1	6	0	-0.2	-6	9	-7	0	-7	-1
44	CSc1sc(-c2ccnc(SCCS(C)(=O)=O)n2)c(-c2ccccc2)c1C#N	-15	-1	-1	-1.7	0	-3	-3	-16	-31	0
45	CCCn1nnnc1NCc1ccc(SC)cc1	5	-4	0	-0.1	-2	8	3	-3	-6	-4
46	Cc1ccc2c(C(=O)CN3CC(C)CC(C)C3)c(C)[nH]c2c1 (stereo unspecified)	1	0	-1	0.6	-3	-4	-2	-7	-6	-6
47	CCc1ccccc1N1C(=O)C2C3CC(=O)C(c4ccccc43)C2C1=O (stereo unspecified)	-1	4	3	1.3	5	4	-5	-1	3	-2
